# High-throughput results: PubChem, Fisher Drug Discovery Resource Center
# mcGAS RapidFire = inhibitors of mouse cGAS. hit rate 0.18% among 130,000. inhibition, % at 12.5 µM. recombinant mouse cGAS, cGAMP by RapidFire MS. Q8C6L5;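 active = inhibition of cGAS enzyme activity at or above 60%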;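 note: enzyme stimulated by 45 bp dsDNA with ATP and GTP substrates; cGAMP share of summed cGAMP plus half ATP and half GTP signals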
# Target sequence (Q8C6L5 whole entry, looked up): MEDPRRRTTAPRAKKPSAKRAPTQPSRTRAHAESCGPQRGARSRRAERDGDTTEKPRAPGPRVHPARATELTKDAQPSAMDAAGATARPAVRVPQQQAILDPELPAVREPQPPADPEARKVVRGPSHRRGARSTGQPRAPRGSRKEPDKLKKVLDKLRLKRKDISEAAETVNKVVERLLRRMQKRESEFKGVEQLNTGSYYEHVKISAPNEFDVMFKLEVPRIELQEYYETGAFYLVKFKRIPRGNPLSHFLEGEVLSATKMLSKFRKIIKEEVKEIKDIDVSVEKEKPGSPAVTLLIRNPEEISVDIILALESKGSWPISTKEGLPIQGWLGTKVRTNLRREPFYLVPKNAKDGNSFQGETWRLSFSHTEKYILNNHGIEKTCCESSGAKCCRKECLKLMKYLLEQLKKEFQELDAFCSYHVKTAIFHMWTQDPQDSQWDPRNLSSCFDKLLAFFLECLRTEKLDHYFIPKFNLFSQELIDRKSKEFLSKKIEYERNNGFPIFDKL
# The depositor's hits bear a star; & = joins results of further samples.
SMILES,mcGAS RapidFire
CC(C)c1csc(C(=O)N2CSCC2C(=O)NC(C)(C)C)n1 (stereo unspecified),-2
COCCn1cc(NC(=O)Nc2cc(C)ccc2C)c2ccccc21,-8
CCOC(=O)C(CC)Sc1nc2c(c(=O)n1-c1ccc(C)cc1)SCC2 (stereo unspecified),-5
O=c1c2ccccc2sn1CN1CCN(S(=O)(=O)c2ccc3c(c2)CCC3)CC1,-3
CCNc1nc(C)c(CN(C(C)=O)c2ccccc2)nc1C#N,4
Cc1ccc(Br)cc1S(=O)(=O)NC1CCCC1(C)CO (stereo unspecified),-9
CSCc1noc(CNc2nc(C(C)(C)C)nc3c2cnn3C)n1,-24
CC(C)Cn1c(=O)n(C)c(=O)c2[nH]cnc21,-3
O=S(=O)(c1ccccc1Cl)N1CCOC(Cc2ccccc2)C1 (stereo unspecified),-2
CCOC(=O)N1CCC(n2c(-c3ccc(OC)cc3)csc2=Nc2cc(OC)cc(OC)c2)CC1,1
O=C(CNC1CC1)N(Cc1ccc(F)cc1)Cc1cccs1,-3
CCc1c(C(=O)c2cc(C)cc(C)c2)[nH]c(=O)[nH]c1=O,-6
COC(=O)c1ccc2c(=O)n3cc(C(=O)c4ccccc4O)cc(Cl)c3nc2c1,-4
O=C(c1cn(CC2CCCCC2)nn1)N1CCN(C2CCS(=O)(=O)C2)CC1 (stereo unspecified),-6
CC(CNC(=O)c1ccc(S(N)(=O)=O)c(F)c1)c1cccs1 (stereo unspecified),-37
CS(=O)(=O)Nc1ccc(/C=C/C(=O)N2CCCC(C(F)(F)F)C2)cc1 (stereo unspecified),-4
COc1cccc(N2CC(CNC(=O)c3ccccc3C)OC2=O)c1 (stereo unspecified),-9
CC(C)C(NC(=O)c1cc2cc(F)ccc2[nH]1)c1nccn1C (stereo unspecified),-1
O=C(O)Cc1nn[nH]n1,5
CC(=O)N[C@H](C(=O)O)C(C)C,25
Cc1ccc(OCC2CN(C(=O)c3cccc(C(C)C#N)c3)CCO2)cc1 (stereo unspecified),-4
CC(C)NC(=O)[C@@H]1C[C@@H](N)CN1C(=O)CCCc1c[nH]c2ccccc12,-18
O=C(COc1ccccc1)NC(NC(=S)Nc1ccccc1O)C(Cl)(Cl)Cl (stereo unspecified),-7
CC(C)OCCNCc1c(C(=O)N(C)C)nc2ccc(Cl)cn12,-3
CNc1nnc(SC(C)C(=O)N(CCC#N)c2ccccc2)s1 (stereo unspecified),-5
O=C(CC(c1ccccc1)c1ccccc1F)N1CCN(c2ncccn2)CC1 (stereo unspecified),-2
Cc1cc(C)n(C2CN(CC(O)c3ccc(S(C)(=O)=O)cc3)C2)n1 (stereo unspecified),2
OC[C@@H](O)[C@@H](O)[C@H](O)[C@@H](O)CO,-7
COc1nc(N2CCCCC2)nc(-n2nnc(C#N)c2N)n1,4
Cc1[nH]nc2c1C(c1ccncc1)C(C#N)C(=N)O2 (stereo unspecified),-4

# Given as tab-separated lines: entries from further up.
smiles	mcGAS RapidFire
CCc1c(C(=O)c2cc(C)cc(C)c2)[nH]c(=O)[nH]c1=O	-6
COC(=O)c1ccc2c(=O)n3cc(C(=O)c4ccccc4O)cc(Cl)c3nc2c1	-4
O=C(c1cn(CC2CCCCC2)nn1)N1CCN(C2CCS(=O)(=O)C2)CC1 (stereo unspecified)	-6
CC(CNC(=O)c1ccc(S(N)(=O)=O)c(F)c1)c1cccs1 (stereo unspecified)	-37
CS(=O)(=O)Nc1ccc(/C=C/C(=O)N2CCCC(C(F)(F)F)C2)cc1 (stereo unspecified)	-4
COc1cccc(N2CC(CNC(=O)c3ccccc3C)OC2=O)c1 (stereo unspecified)	-9
CC(C)C(NC(=O)c1cc2cc(F)ccc2[nH]1)c1nccn1C (stereo unspecified)	-1
O=C(O)Cc1nn[nH]n1	5
CC(=O)N[C@H](C(=O)O)C(C)C	25
Cc1ccc(OCC2CN(C(=O)c3cccc(C(C)C#N)c3)CCO2)cc1 (stereo unspecified)	-4
CC(C)NC(=O)[C@@H]1C[C@@H](N)CN1C(=O)CCCc1c[nH]c2ccccc12	-18
O=C(COc1ccccc1)NC(NC(=S)Nc1ccccc1O)C(Cl)(Cl)Cl (stereo unspecified)	-7
CC(C)OCCNCc1c(C(=O)N(C)C)nc2ccc(Cl)cn12	-3
CNc1nnc(SC(C)C(=O)N(CCC#N)c2ccccc2)s1 (stereo unspecified)	-5
O=C(CC(c1ccccc1)c1ccccc1F)N1CCN(c2ncccn2)CC1 (stereo unspecified)	-2
Cc1cc(C)n(C2CN(CC(O)c3ccc(S(C)(=O)=O)cc3)C2)n1 (stereo unspecified)	2
OC[C@@H](O)[C@@H](O)[C@H](O)[C@@H](O)CO	-7
COc1nc(N2CCCCC2)nc(-n2nnc(C#N)c2N)n1	4
Cc1[nH]nc2c1C(c1ccncc1)C(C#N)C(=N)O2 (stereo unspecified)	-4

# Continuation:
SMILES,mcGAS RapidFire
O=C(C1CCCN(c2ncnc3c2nc2n3CCCCC2)C1)N1CCN(C2CCCCC2)CC1 (stereo unspecified),-4
CCc1c(C(=O)NCC2CCCO2)cnn1-c1ccc(F)cc1 (stereo unspecified),1
Cc1ccncc1NC(=O)C(=O)NC(C)c1ccc(OC(F)F)cc1 (stereo unspecified),0
CN(C(=O)C1CC2C=CC1C2)c1ccccc1 (stereo unspecified),-14
Cc1ccc(NC(=O)C2CCN(C(=O)C3CC3)CC2)c2cccnc12,-3
CC1(C)Cc2c(c(N3CCOCC3)nc3sc4c(Cl)nnnc4c23)CS1,-22
Cc1nn(-c2ccc(C(=O)Nn3cn[nH]c3=S)cc2)c(C)c1Br,9
O=C(c1cccc(F)c1)N1CCC2(CC1)Nc1ccccc1C(=O)N2C1CCCC1,-3
CC(C)S(=O)(=O)CCSc1ncccc1Cl,-5
CCCCCCn1c(CN2CCOCC2)nc2c1c(=O)n(C)c(=O)n2C,0
CC(CNc1ccccc1)NC(=O)c1cc(C(C)C)n(C)n1 (stereo unspecified),5
CCn1c(SC(C)C(=O)NC(=O)NC)nc2ccsc2c1=O (stereo unspecified),-11
CC1(C)CC(NC(=O)CC2C(=O)NCCN2Cc2cccnc2)CC(C)(C)N1 (stereo unspecified),-18
CCc1nn(Cc2occc2C(=O)OC)c(=O)c(C#N)c1CC,-13
Cc1noc(C)c1C1CCCN1C1CCN(CCc2ccccc2)CC1 (stereo unspecified),-38
CCOc1ccccc1CN1CCNC(=O)C1CC(=O)NCc1ccncc1 (stereo unspecified),-4
Cc1sc2[nH]c(=S)n(CC(C)C)c(=O)c2c1C,-5
Cc1nc(CN(C)C(=O)c2sc(C(C)C)nc2C)cs1,-45
CN1CC(=O)N(CC(O)COc2c(Cl)cccc2Cl)C1=O (stereo unspecified),4
CCN1CCC[C@H]1CNC(=O)c1c(OC)ccc(Br)c1OC,-11
Cc1csc(=O)n1CC(=O)Nc1cccc2cccnc12,6
Cc1cc(C)c(SCC(=O)NC2CCS(=O)(=O)C2)c(C)c1 (stereo unspecified),-1
CC(Cn1cncn1)NC(=O)CC1c2ccccc2CCc2ccccc21 (stereo unspecified),-4
CCc1cn[nH]c1C1CCCN(C(=O)c2cccc3cccnc23)C1 (stereo unspecified),-18
Cc1cccnc1CNC(=O)CC(c1ccccc1)c1ccccc1F (stereo unspecified),-3
COc1ccc(-c2ccccc2NC(=O)C2CCCN(Cc3ccn[nH]3)C2)cc1 (stereo unspecified),9
CC(C)Oc1ccc(C(=O)N(C)C(C)C2(C)CC2)cn1 (stereo unspecified),5
COCCn1c(SCC(=O)Nc2nc3ccccc3s2)nc2c(c1=O)SC(C)C2 (stereo unspecified),-9
Cc1cccc(CNC(=O)c2sc(=O)n(Cc3c(C)noc3C)c2C)c1,-7
CCC(CC)CN1CCc2nnc(C(CC(C)C)NC(=O)c3cc(C)cc(C)c3)n2CC1 (stereo unspecified),-9

# Some of these compounds in order of heavy-atom count, falling:
SMILES,mcGAS RapidFire
CCc1cn[nH]c1C1CCCN(C(=O)c2cccc3cccnc23)C1 (stereo unspecified),-18
Cc1cc(C)c(SCC(=O)NC2CCS(=O)(=O)C2)c(C)c1 (stereo unspecified),-1
CC(C)Oc1ccc(C(=O)N(C)C(C)C2(C)CC2)cn1 (stereo unspecified),5

# The list continues:
SMILES,mcGAS RapidFire
O=C(NC1CCCCCC1)c1cc(S(=O)(=O)N2CCCCC2)ccc1Br,-2
Cc1cn2c3c(=O)n(CCC(C)C)c(=O)n(C)c3nc2n1C(C)C,-1
Cc1ccccc1CNC(=O)CS(=O)Cc1noc(CC(C)C)n1 (stereo unspecified),-9
C=C(Br)COc1cc(C)nc(C)c1C#N,-3
Cc1c(-c2ccccc2)sc2nc[nH]c(=S)c12,2
CC(NC(=O)c1ccc(C#CC(C)(C)O)s1)C(=O)O (stereo unspecified),12
Cc1n[nH]c(C)c1S(=O)(=O)N1CCN(S(=O)(=O)c2ccc3c(c2)OCCO3)CC1,-47
Oc1ccc(Br)cc1CNCC(c1cccs1)N1CCCC1 (stereo unspecified),2
COc1cccc(C(=O)NCc2ccccc2Cl)c1OC,-4
Brc1cc2c(cc1COc1ccc(-c3nnco3)cc1)OCCO2,-15
O=C1CCC(C(=O)Nc2ccc(F)c(-n3cccc3)c2)CN1 (stereo unspecified),-11
O=C(Nc1ccc(SCc2ccncc2)nn1)c1cccs1,-6
CC(C)n1cnnc1CN(C)C(=O)C(O)c1ccc(C(F)(F)F)cc1 (stereo unspecified),-14&-8
c1ccc(NC2CCCN(Cc3ccc4nsnc4c3)C2)cc1 (stereo unspecified),-14&-5
Cc1nn(S(=O)(=O)c2cccc([N+](=O)[O-])c2)c(C)c1S(=O)(=O)N1CCCC(C)C1 (stereo unspecified),-8
CCCOc1ccc(OS(=O)(=O)c2ncn(C)c2Cl)cc1,-7
CN(C)C(CN=C1NS(=O)(=O)c2ccccc21)c1ccsc1 (stereo unspecified),-5
CC(C)c1nc(CC(=O)NCCc2ccc(C(=O)O)cc2)cs1,1
Fc1ccccc1N1N=C(/C=C/c2cccs2)CC1c1cccs1 (stereo unspecified),-5
Cc1nn(-c2ccccc2)c2ncc(C(=O)N(C)c3ccccc3)c(Cl)c12,-8
COCCn1c(-c2ccc(Cl)cc2)nn(CN2CCc3sccc3C2)c1=S,-6
CC(=O)Nc1nc(-c2cccc(NC(=O)C3C(C(=O)O)C3(C)C)c2)cs1 (stereo unspecified),-7
NC(N)=NN=Cc1ccccc1,-7
CC(C)(O)CN(Cc1csc(COc2ccc(F)cc2)n1)C1CCOCC1,-3
N#CC1(C#N)C(C(=O)C23CC4CC(CC(C4)C2)C3)C12CCCCC2 (stereo unspecified),-1
CCN(CC(=O)NC1CCS(=O)(=O)C1)Cc1nc2sc3c(c2c(=O)[nH]1)CCC3 (stereo unspecified),-7
O=C1c2ccc(Br)cc2C(=O)N1CNc1cccc(F)c1,-1
COc1ccc(CN2CCN(C3CCCC3)C(CCO)C2)c(Cl)c1OC (stereo unspecified),-7
COc1ccc(-c2cc(CNC3CCSCC3)on2)cc1,-23
CC(=O)Nc1ccc(Cl)c(C(=O)N(C)CCc2nc3ccccc3[nH]2)c1,-12
Cn1cnc2cc(NC(=O)NCC3CCCc4ccccc43)ccc21 (stereo unspecified),-13
COc1ccc(C(=O)N2CCC3(CC2)CNC(=O)C3)c(C)c1,-20
COc1cccc(-c2[nH]ncc2C(=O)N2CCN(C)C3(CCN(C)CC3)C2)c1,-23
NC(=O)CSc1ncc(-c2ccccc2)c(-c2ccccc2)n1,-6
COC(=O)c1ccc(CSc2nc(=O)n3cccc(C)c3n2)cc1,-6
COc1cc(NC(=O)C(C)Sc2nnc(C(C)N(C)C)n2-c2ccc(Cl)cc2)cc(OC)c1 (stereo unspecified),7
O=C1CNC(=S)N1c1ccccc1F,-5
CCc1[nH]c2c(CNS(=O)(=O)N(C)C)cc(C)cc2c1C,-19
CC(C)CC(NS(=O)(=O)Cc1ccccc1)c1ccccc1 (stereo unspecified),-5
CCOC(=O)c1ccoc1CNC(C)(CC)C(F)(F)F (stereo unspecified),-35&-11
CCOC(=O)C(C)Sc1ccc(NC(C)=O)nn1 (stereo unspecified),6
CC(C)C(NC(=O)CNC(=O)c1ccccc1)c1cccs1 (stereo unspecified),-9
O=c1c2ccccc2nc2c3ccccc3c(NCc3ccccn3)nn12,3
CCN(CC)C(=O)N1CCC2(CCN(Cc3cnc(COC)nc3)CC2)CC1,-6
OCC1(Cc2ccc(F)cc2F)CCCN(c2nc3ccccc3s2)C1 (stereo unspecified),-39
Cc1ccc(C(C)NC(=O)CSc2n[nH]c(=O)n2CC2CCCO2)cc1C (stereo unspecified),-13
Cn1c(CO)cnc1Sc1nccnc1C#N,6
COc1nn(C)cc1C(=O)Nc1ccccc1C,-12
CCS(=O)(=O)N1CCN(C(=O)C2=C(C)NC(=O)NC2C)CC1 (stereo unspecified),-15&8
CC(C)Cc1cc(-c2nn3c(-c4cnccn4)nnc3s2)n[nH]1,88*

# Further records
SMILES,mcGAS RapidFire
C=c1ccccc1=C1NN=C(N=CC2N=C(c3cccc(OC)c3)OC2=O)S1 (stereo unspecified),-8
CCN1C(=O)C2(NCC(C)(C)S2)c2ccccc21 (stereo unspecified),3
Nc1ccnc(N2C[C@H](O)[C@@H](N3CCN(c4ccccn4)CC3)C2)n1,-20
COCCCNC(=O)C=Cc1csc(-c2ccc(OC)cc2)n1,-2
CCCOc1ccc(C2=[N+]([O-])C3(CCCCC3=O)N(O)C2(C)C)cc1 (stereo unspecified),0
Oc1ccccc1C1=NNC2(CC3CC2C2CCCC32)S1 (stereo unspecified),1
CN(C)S(=O)(=O)c1ccc(Cl)c(C(=O)Nc2ccccc2C(=O)N2CCOCC2)c1,2
CC(=O)c1cc(CC(=O)NCc2ccco2)cs1,-9
O=C(c1cc2c(=O)n3ccccc3nc2s1)N1CCCC1,2
COc1ccc(NC(=O)N2CC(C)CC(C)C2)cc1-n1nnnc1C (stereo unspecified),-9
N#CC1=C2C=CC=CN2C(=O)NC1c1cccc(Br)c1 (stereo unspecified),-5
CSc1cccc(-c2ccc(Cn3ccnc3)cn2)c1,-7
CS(=O)(=O)c1ccc2c(c1)CCCN2C(=O)CCc1cccc(F)c1F,0
O=S(=O)(c1ccc(F)cc1)N1CCCC(C(F)(F)F)C1 (stereo unspecified),-5
N#CC1(NC(=O)CN2C(=O)NC3(CCCCC3)C2=O)CCCC1,-5
CCN(CC)CCOc1ccc2nc(N(C)C)sc2c1,3
Cc1cc(C=C2SC(N)=NC2=O)c(C)n1C1CC1,-8

# Only part of the results is shown (hit frequency here may not be typical).
